ANO1 activ: activators or potentiators of mouse TMEM16A chloride channel; B-score at 10 µM; HEK293 TMEM16A/YFP-H148Q/I152L, iodide quench fluorescence; hits give low values; Q8BHY3; actives 0.3% (n = 340,000); AID 623877;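 active means fluorescence-ratio B-score plate-corrected deviation score at least 3 library SD below zero, with starting fluorescence score within 5 deviations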;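 further: channel opened by trigger with iodide after compound preincubation; score built on the fluorescence ratio of max minus min over baseline; more negative score means more quench and so TMEM16A activation or potentiation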
TRPC6 inhibitor: blocks the mouse TRPC6 cation channel; HEK293-TRPC6, membrane potential dye, ACh-evoked depolarization; hits give low values; actives 1.1% (n = 310,000); B-score at 10 µM; Q61143;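 active means B-score under library mean minus 3 SD, initial fluorescence not abnormally high, positive integrated signal ratio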;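 further: B-score derived from integrated fluorescence ratio over the kinetic read; more negative B-score means stronger inhibition of depolarization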
ANO1 block: inhibitors of mouse TMEM16A calcium-activated chloride channel | Q8BHY3 | HEK293 TMEM16A/YFP iodide influx fluorescence, ionomycin | normalized B-score (activity score, 25-100; higher = stronger inhibition) at 10 µM | actives 1.2% (n = 310,000) | AID 588511;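 active means ratio plate-corrected score three or more library SD toward inhibition, starting fluorescence score within five deviations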;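 further: score derived from kinetic fluorescence span divided by baseline fluorescence per well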
MrgX1 allo act: human MrgX1 positive allosteric modulation, primary screen; Q96LB2; MrgX1-HEK293, Fluo-4 calcium flux, FDSS; hits give high values; B-score at 10 µM; actives 0.63% (n = 310,000); AID 588675;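 active means plate-corrected calcium response at least 3 library SD above typical, normal starting fluorescence, not activating the receptor alone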;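 further: compound read alongside a low EC10 to EC30 dose of BAM8-22 agonist; peak minus trough fluorescence over baseline measured at the second addition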
Target sequence (Q96LB2 whole entry, looked up): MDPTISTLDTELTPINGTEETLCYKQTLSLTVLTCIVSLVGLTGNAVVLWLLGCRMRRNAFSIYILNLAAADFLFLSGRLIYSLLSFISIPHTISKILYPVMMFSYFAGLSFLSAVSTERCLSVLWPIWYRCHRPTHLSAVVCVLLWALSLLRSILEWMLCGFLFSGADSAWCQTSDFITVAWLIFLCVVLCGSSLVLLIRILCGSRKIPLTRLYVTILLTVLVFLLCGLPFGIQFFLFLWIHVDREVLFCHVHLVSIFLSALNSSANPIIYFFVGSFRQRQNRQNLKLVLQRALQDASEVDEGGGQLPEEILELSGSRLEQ
TRPC6 act: activates the mouse TRPC6 cation channel; B-score at 10 µM; HEK293-TRPC6 membrane potential dye fluorescence; hits give high values; actives 0.13% (n = 310,000);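 active means B-score of the integrated fluorescence ratio above library mean plus 3 SD, and starting fluorescence ratio within library mean plus 5 SD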;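 further: higher score means more depolarization so channel activation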
RGS4 pot: RGS4 potentiation or activation; B-score at 10 µM; actives 0.92% (n = 310,000); HEK293 M3R/inducible RGS4, carbachol calcium flux Fluo4; hits give low values; AID 463111;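 active means B-score of the integrated calcium signal more than 4 SD below the library mean, with starting fluorescence not abnormally high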;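 further: negative B-score means reduced calcium response which marks RGS4 activation or potentiation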
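Test system: HEK293 cells with stable M3R and inducible RGS4; also added: carbachol at ECmax as muscarinic agonist stimulus; schedule: dye loading 30 min 37 °C, buffer rest 30 min RT; technique: kinetic calcium fluorescence imaging with Fluo4-AM dye, 2 µM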
HDAC3 inh: blocks human histone deacetylase 3; O15379; AID 2718; actives 0.15% (n = 320,000); recombinant HDAC3, fluorogenic peptide/trypsin coupled, fluorescence; inhibition, % at 8.3 µM; in the data active means inhibition above about 26%, passing the limit was not always enough; inconclusive means no clear call, values can overlap the other calls
Target sequence (O15379 whole entry, looked up): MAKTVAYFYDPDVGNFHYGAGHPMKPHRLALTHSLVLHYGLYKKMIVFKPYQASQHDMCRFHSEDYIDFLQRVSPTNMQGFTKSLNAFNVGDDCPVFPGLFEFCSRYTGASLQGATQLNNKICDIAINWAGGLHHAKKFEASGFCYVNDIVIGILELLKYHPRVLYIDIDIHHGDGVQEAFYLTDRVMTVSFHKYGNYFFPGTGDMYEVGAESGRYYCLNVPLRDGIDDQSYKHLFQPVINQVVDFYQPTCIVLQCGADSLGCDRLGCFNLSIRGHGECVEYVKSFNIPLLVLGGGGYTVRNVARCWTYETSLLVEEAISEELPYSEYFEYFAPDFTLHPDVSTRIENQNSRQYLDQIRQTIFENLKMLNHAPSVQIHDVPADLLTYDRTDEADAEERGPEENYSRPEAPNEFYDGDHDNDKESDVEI
RGS4 inh: inhibitors of human RGS4; HEK293 M3R/RGS4 inducible, Fluo-4 calcium flux; hits give high values; triggered by carbachol at its EC20; B-score at 10 µM; actives 0.45% (n = 310,000); AID 463165;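 active means B-score, a plate-corrected calcium signal, over three deviations above library mean, with baseline fluorescence within five deviations of library mean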;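 further: RGS4 expression induced by doxycycline in cells with stable M3 receptor; B-score is computed from the integrated fluorescence ratio over baseline after carbachol; higher B-score means a larger calcium signal and so more RGS4 inhibition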
Target sequence (P49798 whole entry, looked up): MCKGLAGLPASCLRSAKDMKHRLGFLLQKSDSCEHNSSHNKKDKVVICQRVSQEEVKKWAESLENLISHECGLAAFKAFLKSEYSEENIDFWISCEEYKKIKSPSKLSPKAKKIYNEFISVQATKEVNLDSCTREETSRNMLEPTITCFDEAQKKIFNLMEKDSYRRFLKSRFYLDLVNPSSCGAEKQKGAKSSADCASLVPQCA
MrgX1 agonist: agonists of human MrgX1 receptor; Q96LB2; B-score at 10 µM; actives 0.44% (n = 310,000); MrgX1-HEK293 cells, Fluo-4 calcium fluorescence, agonist mode; hits give high values;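 active means calcium response B-score plate-corrected fluorescence ratio at least 3 library SD, with starting fluorescence B-score inside 5 SD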
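System: HEK293 cells stably expressing human MrgX1 receptor; Dosing: test compound in the initial addition of three; Schedule: overnight plating, then 30 min 37 °C plus 30 min room-temperature dye loading; Detection: kinetic calcium dye fluorescence, Fluo-4 NW; Controls: per-plate positive and negative controls for Z′ factor.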
SKKanGAS inh: SKKanGAS growth inhibition; S. pyogenes SKKanGAS, kanamycin growth, BacTiter-Glo, 6 h; inhibition, % at 7.5 µM; actives 1.3% (n = 300,000);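 active means mean replicate score, as percent of positive control median, at least 50; inconclusive means mean below 50 but one replicate at or above 50; inactive means mean and every replicate below 50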;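 further: strain carries kanamycin resistance gene driven by streptokinase promoter and grows in 40 µg/ml kanamycin; loss of luminescence reflects streptokinase promoter inhibition or plain growth inhibition; 0% = median of DMSO wells and 100% = positive control at its reference dose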
MrgX1 antagonist: human MrgX1 receptor antagonism, primary screen; Q96LB2; MRGX1-HEK293 calcium flux, Fluo-4, BAM8-22 antagonism; hits give low values; B-score at 10 µM; actives 1.3% (n = 310,000); AID 588676;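 active means calcium-response B-score plate-corrected more than 3 library SD below zero, starting fluorescence within 5 deviations, no agonist response on first addition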;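 further: peak minus trough fluorescence over baseline after final BAM8-22 challenge near maximal dose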
* hit, by the source's call; i = inactive; ? = inconclusive; · = no result given.

SMILES	ANO1 activ	TRPC6 inhibitor	ANO1 block	MrgX1 allo act	TRPC6 act	RGS4 pot	HDAC3 inh	RGS4 inh	MrgX1 agonist	SKKanGAS inh	MrgX1 antagonist
CCn1c(=O)c2sccc2n2c(CCCC(=O)NC3CCN(Cc4ccccc4)CC3)nnc12	i	i	i	i	i	i	-6	i	i	0	i
COc1ccc(N=C2O/C(=C/c3sc(=S)n(CC4CCCO4)c3O)N=C2C#N)cc1 (stereo not drawn)	i	i	i	i	i	i	1	i	i	6	i
CCOC(=O)C#CC(CCc1ccccc1)OS(N)(=O)=O (stereo not drawn)	i	i	i	i	i	i	3	i	i	1	i
COc1ccc(CNCCC2(O)CC(C)N(C)CC2C)cc1OC (stereo not drawn)	i	i	i	i	i	i	1	i	i	-1	i
O=C(Cn1cnc([N+](=O)[O-])n1)c1ccccc1	i	i	i	i	i	i	-9	i	i	8	i
O=C1CSC(c2ccccc2F)N1c1ccccc1F (stereo not drawn)	i	i	i	i	i	i	-2	i	i	-2	i
CCOC(=O)/C(C#N)=C/c1cn(CCOc2ccc(OC)cc2)c2ccccc12	i	i	i	i	i	i	0	i	i	-12	i
O=C(CN1C(=O)NC2(CCSC2)C1=O)NCc1ccccc1 (stereo not drawn)	i	i	i	i	i	i	-3	i	i	-11	i
N#Cc1c(Cl)nsc1NN	i	i	i	i	i	i	-2	i	i	8	i
CCOC(=O)C1(Cc2ccc(OC)cc2)CCN(S(C)(=O)=O)CC1	i	i	i	i	i	i	4	i	i	-6	i
CCOC(=O)c1ccccc1NC(=O)CSc1nc2ccncc2[nH]1	i	i	i	i	i	i	-2	i	i	-3	i
COc1ccc(-c2nnc(-c3ccc(Br)o3)o2)cc1OC	i	i	i	i	i	i	-5	i	i	2	i
O=C1NC2=C(C(=O)CCC2)C(c2ccc([N+](=O)[O-])cc2)N1 (stereo not drawn)	i	i	i	i	i	i	-1	i	i	0	i
Cc1noc(C)c1S(=O)(=O)N1CCCC(C(=O)NCCc2ccccc2)C1 (stereo not drawn)	i	i	i	i	i	i	-4	i	i	13	i
O=C(N/N=C/c1cc(Br)ccc1O)c1ccccc1Cl	i	i	i	i	i	i	6	i	i	68*	i
Cc1ccnc(NC(=O)c2ccc(NC(=O)CC3SC(N4CCCC4)=NC3=O)cc2)c1 (stereo not drawn)	i	i	i	i	i	i	2	i	i	-12	i
Cc1ccc(C(=O)OC2=CC(=O)CC(C)(C)C2)cc1	i	i	i	i	i	i	13	i	i	1	i
O=c1ccc(-c2ccccc2)nn1Cc1ccccc1F	i	i	i	i	i	i	3	i	i	-2	i
CCc1ccc(OCCCCN(C)Cc2ccccc2)cc1	i	i	i	i	i	i	-3	i	i	0	i
COc1ccc(CN2CC(C(=O)N3CCOCC3)CC2=O)cc1 (stereo not drawn)	i	i	i	i	i	i	0	i	i	-4	i
CS(=O)(=O)Nc1ccc(C(=O)Nc2ccccc2Cl)cc1	i	i	i	i	i	i	-4	i	i	-21	i
O=C(CSc1nnc(-c2ccccc2)o1)NCC1CCCCC1	i	i	i	i	i	i	·	i	i	-12	i
CCN1CCN(C(=O)c2cc(COc3c(C)cccc3C)on2)CC1	i	i	i	i	i	i	?	i	i	6	i
O=C(CSc1n[nH]c(-c2cccnc2)n1)Nc1cccc(Cl)c1	i	i	i	i	i	i	-1	i	i	-8	i
CCCC(=O)NC(=S)Nc1ccc(S(=O)(=O)Nc2ccc(OCC)cc2)cc1	i	i	i	i	i	i	1	i	i	-1	i
O=S(=O)(Nc1ccc(N=Nc2ccc(O)c3ccccc23)cc1)c1ccccc1	i	i	i	i	i	i	15	4.7*	i	96*	i
O=C1Nc2ccc(NS(=O)(=O)c3cccs3)c3cccc1c23	i	i	i	i	i	i	-5	i	i	1	i
CCCS(=O)(=O)N1CCC(C(=O)NCc2ccco2)CC1	i	i	i	i	i	i	1	i	i	1	i
COc1ccc(NC(=O)CN(C)S(=O)(=O)c2ccc3c(c2)NC(=O)CS3)cc1	i	i	i	i	i	i	-3	i	i	-3	i
O=C1C2C3c4ccccc4C(c4ccccc43)[C@@H]2c2nc3ccccc3n21 (stereo partly drawn)	i	i	i	i	i	i	3	i	i	5	i
CC(=O)c1c(COC(=O)c2ccccc2)nc2ccccc2[n+]1[O-]	i	i	i	i	i	i	-2	i	i	-6	i
Cc1nc(N2CCN(Cc3ccccc3)CC2)c(C#N)c2c1COC(C)(C)C2	i	i	i	i	i	i	-6	i	i	5	i
O=C(c1ccccc1)N1CCN(c2n[nH]c(=O)[nH]c2=O)CC1	i	i	i	i	i	i	-4	i	i	1	i
NS(=O)(=O)c1ccc(CCNC(=O)CNC(=O)COc2ccccc2)cc1	-4.7*	i	i	i	i	i	-3	i	i	2	i
CC(=O)Nc1ccc(S(=O)(=O)Nc2nnc(C3CCCCC3)s2)cc1	i	i	i	i	i	i	1	i	i	5	i
COc1ccc2[nH]c(=O)c(CN(C)C(=O)c3ccncc3)cc2c1	i	i	i	i	i	i	?	i	i	14	i
COc1c(Br)cc([N+](=O)[O-])c(OC)c1C(=O)NC(=O)Nc1c(Cl)cccc1Cl	i	i	i	i	i	i	11	i	i	1	i
COc1ccc(Nc2nc3ccc(OC)cc3s2)cc1	i	i	i	i	i	i	7	i	i	-3	i
Cc1ccsc1/C=N/NC(=O)CN1CCN(S(=O)(=O)c2ccc(Br)cc2)CC1	i	i	i	i	i	i	-3	i	i	6	i
O=C(NCCN1C(=O)S/C(=C\c2ccccc2)C1=O)C1CCN(S(=O)(=O)c2cccs2)CC1	i	i	i	i	i	i	-2	i	i	3	i
O=S1(=O)CCC(NS(=O)(=O)/C=C/c2ccccc2)C1 (stereo not drawn)	i	i	i	i	i	i	2	i	i	1	i
CCC(c1nnc(SCC(=O)Nc2ccc(C(N)=O)cc2)n1Cc1ccccc1)N(C)C (stereo not drawn)	i	i	i	i	i	i	4	i	i	2	i
O=C(COC(=O)c1ccccc1C(=O)c1ccccc1)NCc1ccc(F)cc1	i	i	i	i	i	i	4	i	i	-1	i
Cc1nnc(SCC(=O)NNC(=O)c2ccc(Cl)cc2)s1	i	i	i	i	i	i	-7	i	i	-1	i
Cc1ccc(CN2CCN(CC(=O)NC(C)CCc3ccccc3)C2=O)cc1 (stereo not drawn)	i	i	i	i	i	i	4	i	i	-3	i
CCN(CC)C(=O)CSc1nnc(COc2ccc(OC)cc2)n1N	i	i	i	i	i	i	-9	i	i	-3	i
COC(=O)c1ccccc1NC(=O)CNc1cc(OC)c(OC)cc1C	i	i	25*	i	i	i	3	i	i	-4	i
CCc1cc(OCCCSc2nc(C)cc(=O)[nH]2)ccc1Cl	i	i	i	i	i	i	0	i	i	-9	i
CCC(=O)Nc1nnc(SCCN2CCOCC2)s1	i	i	i	i	i	i	-2	i	i	2	i
COc1ccc2nc3oc(C(=O)N4CCC(C(N)=O)CC4)cc3cc2c1	i	i	i	i	i	i	-27	i	i	-2	i

Additional compounds:
SMILES	ANO1 activ	TRPC6 inhibitor	ANO1 block	MrgX1 allo act	TRPC6 act	RGS4 pot	HDAC3 inh	RGS4 inh	MrgX1 agonist	SKKanGAS inh	MrgX1 antagonist
CC1(C)Cc2nc3sc(C(=O)NCCCO)c(N)c3cc2CO1	i	i	i	i	i	i	-1	i	i	-4	i
O=S(=O)(Cc1noc(-c2ccc(OC(F)(F)F)cc2)n1)c1ccc(F)cc1	i	i	i	i	i	i	1	i	i	-15	i
Cc1cc(Nc2ccc(Br)cc2)nc2ccccc12	i	i	i	i	i	i	9	i	i	3	i
COC(=O)c1nc2n(n1)C(c1cccc(Cl)c1)C1=C(CCCC1=O)N2 (stereo not drawn)	i	i	i	i	i	i	10	i	i	-6	i
COc1cccc(CNC(=O)CCl)c1	i	i	i	i	i	i	·	i	i	-7	i
Cc1nn(-c2ccccc2)c(C)c1NC(=O)COC(=O)c1cc([N+](=O)[O-])ccc1NCCO	i	i	i	i	i	i	11	i	i	-5	i
CCN(CC(=O)Nc1c(F)cccc1F)C(=O)c1ccc(COc2ccccc2)o1	i	i	i	i	i	i	-6	i	i	3	i
COC(=O)CC1COc2ccccc2N1C(=O)c1ccc(OC)cc1 (stereo not drawn)	i	i	i	i	i	i	-5	i	i	0	i
O=C(Nc1ccc(N2CCOCC2)c(Cl)c1)c1ccc([N+](=O)[O-])o1	i	i	·	·	i	i	·	i	·	6	·
Fc1ccccc1N1CCN(C(c2ccncc2)c2nnnn2C2CCCC2)CC1 (stereo not drawn)	i	i	i	i	i	i	0	i	i	-2	i
CC(C)(C)OC(=O)NCCCCCc1nnc(SCC(=O)Nc2cccc(Cl)c2)o1	i	i	100*	i	i	i	8	i	i	-7	i
CCOC(=O)c1oc2c(CN3CCN(CCO)CC3)c(O)c(CC)cc2c(=O)c1-c1nc2ccccc2s1	i	i	i	i	i	i	-2	i	i	17	i
COc1ccc(-c2cn(-c3ccc(SC(F)F)cc3)c3[n+]2CCC3)cc1OC	i	-6.3*	i	i	i	i	-2	i	i	2	i
CC1=CC(=O)C=C(C)C1=NOc1ccc([N+](=O)[O-])cc1	i	i	i	i	i	i	6	i	33*	0	i
CC(C)Cn1nnc2c(=O)oc3ccccc3c21	i	i	i	i	i	i	·	i	i	-13	i
C=CCc1ccccc1OCCn1nnc2ccccc21	i	i	i	i	i	i	-5	i	i	3	i
Cc1ccccc1N1CCN(C2CCCN(C(=O)CCC(=O)N(C)C)C2)CC1 (stereo not drawn)	i	i	i	i	i	i	1	i	i	1	i
Cc1ccc(CN2CCNC(=O)C2CC(=O)N(C)C2CCOCC2)cc1 (stereo not drawn)	i	i	i	i	i	i	-6	i	i	-1	i
C[C@]1(C2CCCC2)Cc2cc(OCC(=O)O)c(Cl)c(Cl)c2C1=O	i	i	i	i	i	i	1	i	i	8	i
Cc1ccc(C)c(S(=O)(=O)Nc2cccc(-n3cnnn3)c2)c1	i	i	i	i	i	i	4	i	i	2	i

Screening results as filed in PubChem.
